LYPLA2 inh: LYPLA2 (human) inhibition in PME1 counter-screen; O95372; recombinant LYPLA2, FP-Rh probe fluorescence polarization; inhibition, % at 5.9 µM; 0.38% of 320,000 active;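 active = inhibition above the screen-wide mean plus 3 SD, limit set per campaign, cut at about 26% in these data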;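 note: 0% = LYPLA2 with DMSO and 100% = wells lacking LYPLA2 enzyme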
LYPLA1 inh: blocks human lysophospholipase 1, a PME1 counter-screen; O75608; recombinant LYPLA1, FP-Rh probe fluorescence polarization; inhibition, % at 5.9 µM; 0.16% of 320,000 active;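 active = inhibition above the mean of all tested compounds plus 3 SD, set per campaign, cut at about 14% in these data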;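 note: inhibitors block serine hydrolase probe labeling of LYPLA1 so polarization falls; 0% = enzyme with DMSO and 100% = wells lacking LYPLA1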
PREPL inh: inhibitors of human prolyl oligopeptidase-like enzyme PREPL | Q4J6C6 | recombinant PREPL, fluorescence polarization activity-based probe | inhibition, % at 5.96 µM | 0.68% of 320,000 active; in the data active = inhibition above about 43%;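 note: 0% = enzyme with DMSO and 100% = wells lacking enzyme; many of its hits are not listed in these tables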
PAD4 inh: blocks human protein arginine deiminase 4 | recombinant PAD4, RCA probe fluorescence polarization | inhibition, % at 6.36 µM | 0.41% of 330,000 active | AID 485272;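 active = percent inhibition above a cutoff equal to the mean of all tested compounds plus 3 SD, cut at about 15% in these data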;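 note: 0% = PAD4 with RCA probe and DMSO and 100% = probe without PAD4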
PAFAH2 inh: inhibitors of human PAFAH2; Q99487; recombinant PAFAH2, FP-rhodamine activity probe, fluorescence polarization; inhibition, % at 3.39 µM; 0.99% of 340,000 active; AID 492956;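 active = inhibition above the mean over all tested compounds plus 3 SD, cut at about 30% in these data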;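 note: inhibitors block probe labeling of enzyme so polarization drops; 0% = enzyme with DMSO and 100% = wells lacking PAFAH2 protein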
PAFAH1B2 inh: PAFAH1B2 (human) inhibition; AID 492953; P68402; 1.2% of 340,000 active; inhibition, % at 3.39 µM; recombinant PAFAH1B2, FP-rhodamine activity probe, fluorescence polarization;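 active = inhibition above the mean of all tested compounds plus 3 SD, cut at about 24% in these data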;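 note: 0% = enzyme with DMSO and 100% = wells lacking PAFAH1B2; many of its hits are not listed in these tables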
Target sequence (P68402 whole entry, looked up): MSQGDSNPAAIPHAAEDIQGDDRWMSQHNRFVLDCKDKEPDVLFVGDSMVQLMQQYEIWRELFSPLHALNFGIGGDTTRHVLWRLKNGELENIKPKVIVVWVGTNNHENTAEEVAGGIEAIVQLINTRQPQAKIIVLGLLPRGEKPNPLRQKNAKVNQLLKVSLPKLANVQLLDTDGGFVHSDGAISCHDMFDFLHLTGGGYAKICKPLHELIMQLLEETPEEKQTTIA
pPAFAH FP inh: inhibitors of human plasma PAF acetylhydrolase (pPAFAH). Q13093. recombinant pPAFAH, FP-rhodamine probe fluorescence polarization. inhibition, % at 3.39 µM. 1.5% of 330,000 active. AID 463082;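 active = inhibition above the mean inhibition across the screen plus 3 SD, cut at about 25% in these data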;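 note: inhibitors block binding of the rhodamine activity-based probe so polarization drops; 0% = enzyme with DMSO and 100% = wells lacking pPAFAH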
Target sequence (Q13093 whole entry, looked up): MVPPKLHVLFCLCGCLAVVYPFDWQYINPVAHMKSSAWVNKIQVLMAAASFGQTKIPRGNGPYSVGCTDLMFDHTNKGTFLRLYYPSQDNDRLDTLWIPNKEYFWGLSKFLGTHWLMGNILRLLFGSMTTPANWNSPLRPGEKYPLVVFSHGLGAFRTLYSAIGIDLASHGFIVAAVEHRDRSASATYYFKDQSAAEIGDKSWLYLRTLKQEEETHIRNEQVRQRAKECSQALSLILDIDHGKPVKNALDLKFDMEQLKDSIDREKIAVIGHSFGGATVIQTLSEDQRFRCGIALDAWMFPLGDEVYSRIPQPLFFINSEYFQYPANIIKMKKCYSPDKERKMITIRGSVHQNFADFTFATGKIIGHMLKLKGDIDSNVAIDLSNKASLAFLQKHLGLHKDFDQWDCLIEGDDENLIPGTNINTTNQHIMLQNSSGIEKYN
GSTO1 counter: counter-screen for RBBP9 inhibitors: inhibitors of human GSTO1. P78417. recombinant GSTO1, activity-based probe fluorescence polarization. inhibition, % at 5.96 µM. 1.1% of 300,000 active;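 active = inhibition above the campaign mean inhibition plus 3 SD, cut at about 35% in these data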;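 note: 0% = GSTO1-1 with DMSO and 100% = wells lacking GSTO1-1 enzyme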
Target sequence (P78417 whole entry, looked up): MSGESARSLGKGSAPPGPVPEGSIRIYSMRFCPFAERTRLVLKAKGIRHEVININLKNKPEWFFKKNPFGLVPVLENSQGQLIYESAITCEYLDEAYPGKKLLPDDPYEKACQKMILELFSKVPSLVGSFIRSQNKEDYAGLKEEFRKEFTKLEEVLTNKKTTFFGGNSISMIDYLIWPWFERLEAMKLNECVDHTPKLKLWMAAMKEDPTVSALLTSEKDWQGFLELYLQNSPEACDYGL
PAFAH1B3 inh: inhibitors of human PAFAH1B3; inhibition, % at 3.39 µM; recombinant PAFAH1B3, FP-rhodamine probe, fluorescence polarization; Q15102; 0.28% of 340,000 active;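 active = inhibition above the screen-wide average of all tested compounds plus 3 SD, cut at about 25% in these data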;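 note: 0% = enzyme with DMSO only and 100% = wells lacking PAFAH1B3 protein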
* = called active by the depositor; · = not tested or not shown.

SMILES	LYPLA2 inh	LYPLA1 inh	PREPL inh	PAD4 inh	PAFAH2 inh	PAFAH1B2 inh	pPAFAH FP inh	GSTO1 counter	PAFAH1B3 inh
COc1ccc(N(CC(=O)NC2CCCC2)C(=O)c2ccc(N3CCCCC3)nc2)cc1	6.3	0.5	0.7	1.0	-1.9	0.8	0.1	-3.1	8.2
CCn1nc(C)c(CN2CCC(C(=O)Nc3cccc(-c4cccc(Cl)c4)c3)CC2)c1C	-6.0	-5.9	-34.6	-3.8	-3.3	4.0	6.0	-6.5	5.6
CC1CCN(Cc2nnnn2CCCC(=O)N(C)C(C)c2ccccn2)CC1 (stereo unspecified)	-1.8	1.1	-0.6	-2.6	-5.9	-2.9	-2.4	4.0	11.5
CCN(CC)CCN(C(=O)/C=C/c1cccs1)c1nc2ccc(C)cc2s1	0.6	-3.3	5.1	4.3	0.9	-1.8	0.2	-0.4	11.3
Fc1ccccc1-c1nc2ccccc2[nH]1	-2.7	-0.8	2.4	1.2	-2.9	-4.0	-7.7	3.4	5.0
CCC(C)N1CC(=O)N2Cc3[nH]c4ccccc4c3C[C@H]2C1=O (stereo partly specified)	9.0	-1.1	15.6	2.9	-4.9	-2.1	4.1	-0.2	4.5
CC(C(=O)N(C)CC(=O)Nc1ccccc1C(F)(F)F)N1C(=O)c2ccccc2C1=O (stereo unspecified)	2.9	3.5	0.7	4.2	5.6	5.4	-2.3	·	-0.7
COc1ccc(/C=N/NC(=O)CSc2ccccc2)cc1OC	6.0	2.7	-4.2	-1.0	6.4	-1.9	5.5	-4.3	2.5
COc1ccccc1CNC(=O)CCNC(=O)Cn1cnc2ccccc2c1=O	-4.1	-1.9	-0.8	-2.8	-4.6	5.5	-5.3	1.8	9.0
COc1ccccc1N(C)S(=O)(=O)c1ccc(C(=O)OCC(=O)NCCC2=CCCCC2)cc1	-3.9	-1.9	-3.1	0.8	15.6	-2.1	1.0	1.2	-5.2
CN1C(=O)C(CC(=O)Nc2ccc(F)cc2)N(NC(=O)c2cccc(F)c2)C1=S (stereo unspecified)	-3.3	0.0	17.8	-1.5	4.8	7.3	-1.6	-6.5	10.8
O=C(CN1CCOc2ccccc21)NCc1ccco1	4.8	2.7	0.6	-1.0	5.8	1.7	4.9	6.8	10.1
CCOc1ccc2nc(NC(=O)CS(=O)(=O)c3ccc(C)cc3)sc2c1	-5.0	-1.0	2.6	2.0	-5.5	-0.7	-4.0	19.7	3.4
CCOc1ncccc1C(=O)OCC(=O)Nc1ccc(S(=O)(=O)N2CCCC2)cc1	3.8	-2.0	17.5	2.9	9.8	0.0	1.8	·	15.1
CCOC(=O)C1=NNC(C(=O)c2ccc(Cl)cc2)C1c1ccccc1 (stereo unspecified)	9.8	-0.1	7.4	2.8	2.3	1.8	-0.1	3.0	-1.5
O=C1COc2ccc(C(=O)COC(=O)CCSc3ccccc3)cc2N1	0.1	0.1	0.6	-3.2	0.7	3.3	6.2	-3.1	5.7
CCCCCNC(=O)C1CCC(Cn2c(=S)[nH]c3ccccc3c2=O)CC1 (stereo unspecified)	-3.4	2.4	12.8	-1.8	-4.1	-1.2	3.2	-3.0	-1.2
O=C(CC1C(=O)Nc2ccccc2N1CC(=O)N1CCCC1)Nc1ccc(Br)cc1 (stereo unspecified)	5.0	-0.9	19.2	-0.5	10.2	9.7	1.6	·	3.4
CCCCOc1nc(N2CCOCC2)nc(C)c1[N+](=O)[O-]	-1.2	0.2	10.0	0.7	2.6	2.5	0.7	6.0	14.8
CCCCn1nc2cc(C(=O)NC3CCc4ccccc43)ccc2c1OCC (stereo unspecified)	-3.7	-0.5	4.9	-6.5	-1.2	2.2	5.4	-4.0	3.4
O=C1OC(Nc2nc3ccccc3s2)c2ccccc21 (stereo unspecified)	-1.9	3.4	-1.9	-5.3	5.5	10.1	0.6	-3.6	1.0
Cc1cc(C)cc(N(CC(=O)Nc2ccc(-c3nc4ccc(C)cc4s3)cc2)S(C)(=O)=O)c1	-52.6	-24.4	-15.2	-3.6	-8.6	-5.9	-0.6	-14.4	-7.6
NC(=O)Oc1cccc(OC(N)=O)c1	2.2	1.0	-5.2	-4.9	8.1	-0.5	4.9	1.6	4.3
O=C(O)C1CCN(C(=O)c2csc(-c3ccc4c(c3)CCO4)n2)CC1	-0.2	-1.6	-0.1	-0.3	0.8	1.2	4.1	5.2	0.5
COc1cc(C2c3c([nH]c(=O)[nH]c3=O)Nc3ccc4ccccc4c32)ccc1O (stereo unspecified)	-5.7	-9.4	12.0	1.2	15.9	7.2	6.9	18.0	-0.7
Cc1ccc(/C=C2\SC(N)=NC2=O)s1	2.4	-3.3	15.6	2.4	0.4	1.9	-1.3	15.3	4.4
CC(C)(C)C(=O)COC(=O)c1cccc(NC(=O)c2ccco2)c1	-4.0	-8.9	-3.4	3.9	4.5	-4.2	-5.6	-2.5	0.1
O=C(CCc1nc2ccccc2c(=O)[nH]1)N1CCN(C/C=C/c2ccccc2)CC1	15.2	-0.6	-2.0	-2.6	-1.8	2.6	4.3	-12.1	-8.5
COc1cc(C2=CN(Cc3ccccc3)CCC2=O)cc(OC)c1OC	·	·	12.9	1.3	5.8	-1.5	3.7	·	0.3
COC(=O)C(Cc1c[nH]c2ccccc12)NC(=O)C(=O)c1c[nH]c2ccccc12 (stereo unspecified)	-10.5	-7.9	-32.7	3.0	-3.0	1.2	-1.2	-8.6	6.6
Cc1cc(C[n+]2ncsc2N)c2ncccc2c1	-2.0	-5.0	-14.0	-1.7	-0.3	2.8	11.5	1.7	4.5
Cn1c(SCC(=O)NCC2CCCO2)nnc1-c1cccc(NC(=O)c2ccccc2F)c1 (stereo unspecified)	4.3	2.6	9.1	0.5	-6.3	3.8	0.9	4.2	-2.3
CN1CCN(C(=O)c2ccc3c(=O)n(Cc4ccco4)c(=S)[nH]c3c2)CC1	-4.3	-4.4	4.2	-0.7	-0.3	3.1	-6.0	5.1	8.9
Cc1cc(F)ccc1S(=O)(=O)Nc1ccccc1C(=O)Nc1ncn[nH]1	-4.5	-9.3	-17.3	-3.5	3.1	6.1	5.3	-21.9	8.9
O=S(Cc1cc(Oc2ccccc2)nc(-c2ccccc2)n1)c1ccccc1 (stereo unspecified)	-0.6	3.0	-13.3	2.3	-3.9	2.1	8.5	-2.3	0.9
CC1CCN(C(=O)COC(=O)c2ccc3c(c2)OCO3)CC1	-10.9	-5.7	-0.4	-7.1	39.3*	-4.8	0.1	15.3	6.4

3 compounds from above, reduced to LYPLA1 inh and PAFAH2 inh:
structure	LYPLA1 inh	PAFAH2 inh
Cc1cc(C[n+]2ncsc2N)c2ncccc2c1	-5.0	-0.3
Cn1c(SCC(=O)NCC2CCCO2)nnc1-c1cccc(NC(=O)c2ccccc2F)c1 (stereo unspecified)	2.6	-6.3
CN1CCN(C(=O)c2ccc3c(=O)n(Cc4ccco4)c(=S)[nH]c3c2)CC1	-4.4	-0.3

Further compounds.
SMILES	LYPLA2 inh	LYPLA1 inh	PREPL inh	PAD4 inh	PAFAH2 inh	PAFAH1B2 inh	pPAFAH FP inh	GSTO1 counter	PAFAH1B3 inh
Cc1ccc(NC(=O)COc2ccccc2)cc1Cl	-5.6	-5.5	-0.8	-3.2	5.7	4.4	0.2	0.6	2.5
O=C1/C(=C\Nc2ccc(OC(F)(F)F)cc2)CCN1c1ncccn1	-5.6	0.9	13.6	-5.2	4.9	2.1	5.7	-2.0	8.0
COc1ccc(S(=O)(=O)N2CCCCCC2)cc1C(=O)Nc1cc(C)ccn1	-5.5	-6.2	7.5	-5.5	10.4	1.2	-4.1	·	3.3
CC(C)(CC(=O)O)CC(=O)NCc1c(Cl)cccc1Sc1ccc(Cl)cc1	-1.0	3.3	-4.1	-4.6	·	·	4.8	37.3*	·
COc1ccccc1CNC(=O)CSc1nn2c(=O)c(C(C)(C)C)nnc2s1	3.8	-2.5	7.0	-4.5	2.5	10.4	-2.5	-4.2	22.7
Cc1nn(CCc2n[nH]c(=S)n2C)c(C)c1Br	2.2	3.3	9.2	-0.5	8.7	9.1	7.1	0.7	1.2
CCOc1ccc(-c2ncncc2-c2ccc(OC)cc2)c(O)c1	8.5	0.1	0.8	0.4	-1.6	-1.2	1.7	6.2	-3.4
CNC(=O)c1snnc1-c1ccccc1	-1.8	1.9	5.2	5.8	4.0	5.0	2.2	-0.3	9.7
COc1cc(-c2nnc(NC(=O)c3ccco3)o2)cc(OC)c1OC	8.1	2.9	0.0	3.1	-2.8	1.5	1.2	14.8	2.3
CC(=O)Nc1ccc(/C(C)=N/NC(=O)c2ccncc2)cc1	-0.6	-1.3	9.8	-9.4	7.0	2.6	-5.9	-1.5	3.7
Nc1nc(-c2ccc3c(c2)OCCO3)cs1	9.9	5.7	1.5	1.5	10.3	5.6	13.3	9.3	4.3
COc1ccccc1NC(=O)NNC(=O)CCN1CCOCC1	2.7	2.1	-2.9	2.6	-5.7	0.4	-8.4	1.2	12.2
Cc1cc(C)c(S(=O)(=O)N2CCOC2CNC(=O)C(=O)NCCc2c[nH]c3ccccc23)c(C)c1 (stereo unspecified)	0.1	-1.4	21.6	-1.2	5.6	19.2	8.8	-0.6	-3.3
COc1ccc(C2CC(=O)C=C(O)C2)cc1 (stereo unspecified)	3.0	1.5	8.0	0.6	-0.7	1.7	2.2	6.8	-7.5
NS(=O)(=O)c1ccc(CNC(=O)CCCSc2ccccc2)cc1	-1.4	-2.4	2.4	-0.5	4.7	10.6	11.3	2.5	0.3
CCCC(=O)Nc1ncnc2c1ncn2[C@@H]1O[C@@H]2OP(=O)(O)OC[C@H]2[C@H]1OC(=O)CCC	-0.3	-2.4	1.7	-4.0	-10.1	-4.5	0.1	-0.5	-2.2
CCCCNc1nc2ccccc2n1CC(=O)N1CCc2ccccc2C1	7.2	4.6	8.0	-2.7	-4.5	3.9	2.4	-1.5	-2.1
N#Cc1c(NC(=O)CN2CCOCC2)oc(-c2ccccc2)c1-c1ccccc1	5.0	3.3	8.9	-6.1	-2.9	12.6	0.6	-6.2	1.3
CCOc1ccc(S(=O)(=O)NCCC(=O)Nc2ncccc2C)cc1	0.7	0.1	-5.7	-0.7	-1.5	2.4	3.4	-0.6	1.7
NS(=O)(=O)c1ccc(Nc2c([N+](=O)[O-])cncc2[N+](=O)[O-])cc1	0.3	-0.6	-3.9	-1.9	-1.9	1.2	2.1	2.5	6.5
CCOc1ccc(NC(=O)CSc2nnc(-c3cc(C)[nH]n3)n2N)cc1	-4.9	-0.4	0.3	1.4	2.8	-0.7	5.2	2.7	1.1
CCC1c2ccc(C)n2CCN1C(=O)Nc1cc(Cl)ccc1OC (stereo unspecified)	3.9	3.4	0.6	7.1	4.5	4.5	1.7	0.2	1.8
Cc1ccc(NC(=O)c2nc3nccc(C)n3n2)c(C)c1	-1.5	-2.4	-6.9	0.7	4.1	4.9	0.8	0.0	10.5
Cn1nc(-c2ccc(Cl)cc2)c2cc(C(=O)NCCCN3CCCC3)sc21	-8.0	-19.9	-64.3	-2.1	0.3	0.9	-3.4	-0.6	3.5
COC(=O)C1CCN(c2cnccn2)CC1	2.0	5.4	-6.1	-0.5	3.7	3.0	2.5	5.4	-0.9
O=C1NC(=O)/C(=C/c2ccccc2Oc2ccc(Cl)cc2)S1	7.5	-6.8	21.4	0.2	0.4	28.4*	13.5	-50.4	-0.1

Bioassay records deposited in PubChem BioAssay by The Scripps Research Institute Molecular Screening Center.

An excerpt; the hit share may differ from the screen's.
